# Screening data deposited in PubChem by National Center for Advancing Translational Sciences (NCATS).
# PI4K2A block: blocks human PI4K2A kinase activity; activity change, negative = inhibition, % at 76.9 µM; 0.13% of 420,000 active; AID 1346378; purified PI4K2A, ADP-Glo luminescence, 1 h; hits give low values; in the data active = activity change below about -50%; inconclusive = mostly about -30% to -49%;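 also: -100% = wells without enzyme as full effect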
# Target sequence (Q9BTU6 whole entry, looked up): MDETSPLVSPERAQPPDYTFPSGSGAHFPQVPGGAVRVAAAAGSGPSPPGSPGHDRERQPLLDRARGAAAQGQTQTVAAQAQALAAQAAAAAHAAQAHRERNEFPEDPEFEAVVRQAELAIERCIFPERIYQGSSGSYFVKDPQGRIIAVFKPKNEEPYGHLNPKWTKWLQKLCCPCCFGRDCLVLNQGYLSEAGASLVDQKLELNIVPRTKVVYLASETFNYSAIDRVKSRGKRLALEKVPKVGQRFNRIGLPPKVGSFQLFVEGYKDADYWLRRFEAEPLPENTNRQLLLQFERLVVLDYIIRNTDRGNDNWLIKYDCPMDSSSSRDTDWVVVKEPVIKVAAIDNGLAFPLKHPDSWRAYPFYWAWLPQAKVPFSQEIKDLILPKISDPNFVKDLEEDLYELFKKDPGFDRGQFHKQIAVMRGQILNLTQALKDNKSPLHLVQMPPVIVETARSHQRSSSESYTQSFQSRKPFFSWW
#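 ADP-Glo luminescence measured ADP generated by PI4K2A enzyme (4 ug/mL before mixing) with 1.2 mM PI substrate (pre-mix) and 300 microM ATP (pre-mix). Tris pH7.5 buffer with MgCl2, Triton X-100; 1 h reaction at ambient temperature.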
# GLS inhibitor: inhibitors of human glutaminase (GLS) | Potency, µM (top dose mostly 45.5 µM), for inactives: top-dose activity change, negative = inhibition, usual class: inhibitors | GLS enzymatic activity, qHTS titration | 0.21% of 410,000 active; also: potency is read from the fitted curve at half-maximal effect; % is scaled to controls: 0 for no effect and ±100 for the full control effect
#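 Compounds were pin-transferred onto hKGA, after which L-glutamine (1 mM solution) and a detection mix of glutamate oxidase, HRP and Amplex Red were added. Initial and 30 min RT fluorescence reads were collected.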
# ERG Ets-DNA blk: inhibitors of human ERG Ets domain-DNA interaction; P11308; Potency, µM (doses to about 76.9 µM), without a hit: at the top dose FP activity, negative = inhibition, most hits filed as inhibitors; fluorescence polarization, His-ERG Ets domain / labelled DNA; 0.028% of 370,000 active; AID 624246; active = well fitted inhibition curve with a large enough effect in the polarisation, with a control signal flat; inconclusive = small, poorly fitted or top-dose-only effect, or effect the other way, or a change in a side signal; inactive = no such curve, though single readings can be large or run the other way; the % refers to the polarisation;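 also: polarization taken with two DNA probes labelled with fluorescein and Texas red; potency is read from the fitted curve at half-maximal effect; % of control where 0% means no effect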
#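 His-tagged ERG Ets domain (1 uM in the protein solution; 300mM KCl, 50mM Tris-HCl, 1mM EDTA, 1mM DTT, pH 7.5) received compound, then a probe mix of 5 nM fluorescein-DNA and 100nM Texas-615-DNA. Fluorescence polarization was read for both dyes.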
# JMJD2A Tudor inh: blocks the human JMJD2A Tudor domain. O75164. AlphaScreen JMJD2A-Tudor / H3K4me3 peptide binding. Potency, µM (highest dose often 114 µM), for inactives: at the highest dose activity change, negative = inhibition, hits mostly inhibitors. 4.4% of 390,000 active. AID 504339; also: potency is read from the fitted curve at half-maximal effect; % is scaled to controls: 0 for no effect and ±100 for the full control effect; nearly all actives have a fitted effect of over 50% in size
# HP1b chromo inh: blocks HP1-beta chromodomain binding to methylated histone tails; AlphaScreen HP1-beta / biotin-H3K9me3 peptide binding; Potency, µM (titrated, usually from 114 µM), without a hit: top-dose activity change, negative = inhibition, most hits filed as inhibitors; 0.56% of 390,000 active; also: potency is read from the fitted curve at half-maximal effect; nearly all actives have a fitted effect of over 70% in size; inactives centre near 23
# Target sequence (P83916 whole entry, looked up): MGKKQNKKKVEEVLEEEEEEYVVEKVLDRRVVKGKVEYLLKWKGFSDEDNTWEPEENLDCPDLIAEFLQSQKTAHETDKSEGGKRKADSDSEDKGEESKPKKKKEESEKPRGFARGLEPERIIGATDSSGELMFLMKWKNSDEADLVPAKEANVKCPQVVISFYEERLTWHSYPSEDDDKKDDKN
#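 HP1-beta protein (50 nM final) preincubated 30 min at room temperature with biotinylated H3(1-18)K9me3 peptide (50 nM) in PBS pH 7.4, 0.01% Tween-20, then compound added for 30 min. AlphaScreen streptavidin donor/nickel chelate acceptor beads (10 ug/mL final), 30 min dark, luminescence read.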
# BAZ2B block: inhibitors of human BAZ2B bromodomain. AlphaScreen BAZ2B-H3K14Ac peptide displacement. Potency, µM (series often up to 114 µM), for inactives: top-dose activity change, negative = inhibition, hits mostly inhibitors. 4.4% of 360,000 active. AID 504333; also: potency is read from the fitted curve at half-maximal effect; % is scaled to controls: 0 for no effect and ±100 for the full control effect; nearly all actives have a fitted effect of over 60% in size
#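 Complex of BAZ2B and biotin-H3K14Ac (50 nM apiece) forms over 30 min at RT, then faces library compounds up to 110 uM for another 30 min; AlphaScreen beads added, 20 min dark incubation, luminescence read.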
# PGK inhibitor: blocks T. brucei phosphoglycerate kinase. P07378. PGK/GAPDH coupled, Kinase-Glo luminescence, 60 min. Potency, µM (top dose mostly 57.5 µM), without a hit: top-dose activity change, negative = inhibition, usual class: inhibitors. 0.043% of 380,000 active. AID 602233; also: potency is read from the fitted curve at half-maximal effect; % is scaled to controls: 0 for no effect and ±100 for the full control effect; nearly all actives have a fitted effect of over 60% in size
#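 Recombinant glycosomal PGK reaction used 1,3-bisphosphoglycerate generated in-well by GAPDH (100nM final) in 100mM TEA pH 7.6, 5mM MgCl2, 0.01% Tween-20. After 60 minutes at room temperature, ATP was read by Kinase-Glo Plus luminescence end-point.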
# Pin1 inhibitor: blocks the human prolyl isomerase Pin1; Q13526; Pin1 FP peptide displacement, HiFluor488, 10 min; Potency, µM (doses to about 115 µM), without a hit: at the highest dose activity, negative = inhibition, usual class: inhibitors; 0.009% of 390,000 active; active = well fitted inhibition curve with a large enough effect in the polarisation, with a control signal flat, not every such curve was filed as active; inconclusive = small, poorly fitted or top-dose-only effect, or effect the other way, or a change in a side signal; inactive = no such curve, though single readings can be large or run the other way; the % refers to the polarisation; also: potency is read from the fitted curve at half-maximal effect; % is scaled to controls: 0 for no effect and ±100 for the full control effect
# G9a block: G9a (human) methyltransferase inhibition | Potency, µM (titrated, usually from 102 µM), for inactives: at the highest dose activity, negative = inhibition, most hits filed as inhibitors | G9a H3K9 monomethylation, AlphaScreen, 2 h | 8.8% of 350,000 active; also: potency is read from the fitted curve at half-maximal effect; % is scaled to controls: 0 for no effect and ±100 for the full control effect; nearly all actives have a fitted effect of over 75% in size
# Target sequence (Q96KQ7 913-1193 limits assumed): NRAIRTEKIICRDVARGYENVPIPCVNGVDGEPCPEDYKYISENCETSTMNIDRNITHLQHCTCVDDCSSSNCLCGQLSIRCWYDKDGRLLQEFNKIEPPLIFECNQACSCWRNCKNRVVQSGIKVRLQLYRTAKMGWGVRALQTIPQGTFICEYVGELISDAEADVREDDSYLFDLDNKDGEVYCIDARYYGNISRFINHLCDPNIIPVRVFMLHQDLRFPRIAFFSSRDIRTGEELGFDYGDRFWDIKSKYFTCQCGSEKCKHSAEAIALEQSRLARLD
#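 Step 1: enzyme (final 20 nM) with compound, 15 min RT. Step 2: substrate peptide 500 nM and SAM 20 uM, 2 h RT. Step 3: anti-H3K9me1 antibody and AlphaScreen beads, 10 min, then plate read.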
# Active calls of the source: *; i = inactive; ? = inconclusive; / = no result given; [ ] = dose if it differs, or a comment. Unless noted, calls follow the shape of the dose curve; as a rule, active = well fitted curve in the direction sought with a large enough effect; inconclusive = small, poorly fitted or top-dose-only effect, or another doubt; inactive = no such curve, though single readings can be large; an effect the other way counts as inactive or inconclusive.
G9a block	ERG Ets-DNA blk	BAZ2B block	PI4K2A block	HP1b chromo inh	PGK inhibitor	GLS inhibitor	JMJD2A Tudor inh	Compound	Pin1 inhibitor
?	-7%	/	-5	15%	6%	24%	-2%	Cc1cccc(C)c1Nc1nnc(SCC(=O)NCc2ccco2)s1	-1%
/	-8%	/	-5	9%	-10%	6%	-6%	COc1cc(/C=C(/C#N)C(=O)Nc2cc(C(F)(F)F)ccc2Cl)ccc1OCC(=O)Nc1cccc(C(F)(F)F)c1	46%[activator]
26%[59 µM]	2%	-7%	-2	61%[activator]	-8%	-4%	8%	CCc1cccc(NC(=O)CCc2c(C)nc3c(-c4ccccc4)c(C)nn3c2C)c1	2%
20%	-14%	-14%	2	47%[activator]	7%	-3%	-4%	Cc1cc(NC(=O)CSCC(=O)N(C)Cc2ccc(Cl)c(Cl)c2)no1	-5%
9%[12.7 µM]	-3%	1%	5	20%	-2%	17%	4%	CC(C(=O)O)N1C(=O)c2cccc3cccc1c23 (stereo unspecified)	-1%
40µM*	-4%	-2%	-1	13%	10%	0%	-12%	COc1ccc(C2=NN(C(=O)CCC(=O)O)C(c3ccc([N+](=O)[O-])cc3)C2)cc1 (stereo unspecified)	-8%
-5%[59 µM]	-20%	7%	1	14%	5%	2%	-11%	CCOc1ccc(-n2cccc2C=O)cc1	-1%
/	-4%	-3%	9	42%[activator]	-3%	-12%	-2%	Cc1ccc(S(=O)(=O)NC2CCCCCCC2)cc1	-5%
?	3%	-2%	0	22%	0%	3%	-22%	C[C@@H]1C=C(C(=O)NCc2ccccc2)O[C@H](OCc2ccc(CO)cc2)C1	4%
/	-5%	-3%	2	27%	-3%	?	-10%	CN1C(=O)C(CC(=O)Nc2ccc(F)cc2)N(NC(=O)c2cccc(F)c2)C1=S (stereo unspecified)	-1%
-7%	-21%	2%	3	54%[activator]	-8%	-9%	3%	COc1ccccc1N(C)S(=O)(=O)c1ccc(C(=O)OCC(=O)NCCC2=CCCCC2)cc1	14%
-1%[2.33 µM]	7%	7%	1	41%	1%	-7%	1%	COc1ccccc1CNC(=O)CCNC(=O)Cn1cnc2ccccc2c1=O	2%
-19%[2.33 µM]	-11%	-13%	2	31%	7%	6%	-11%	CCOc1ncccc1C(=O)OCC(=O)Nc1ccc(S(=O)(=O)N2CCCC2)cc1	-1%
26%[59 µM]	1%	-2%	-1	13%	0%	1%	?	CCOc1ccc2nc(NC(=O)CS(=O)(=O)c3ccc(C)cc3)sc2c1	16%
?	-2%	-1%	2	41%[activator]	-10%	21%	-13%	O=C(CN1CCOc2ccccc21)NCc1ccco1	1%
9%[12.7 µM]	7%	-3%	-1	24%	-2%	3%	-13%	CC(C(=O)N(C)CC(=O)Nc1ccccc1C(F)(F)F)N1C(=O)c2ccccc2C1=O (stereo unspecified)	-1%
/	4%	-12%	-2	23%	8%	3%	-14%	CCN(CC)CCN(C(=O)/C=C/c1cccs1)c1nc2ccc(C)cc2s1	-1%
4%[0.501 µM]	0%	3%	-9	17%	-11%	2%	-8%	Fc1ccccc1-c1nc2ccccc2[nH]1	0%
16%	6%	-5%	-4	23%	i	3%	-11%	CCC(C)N1CC(=O)N2Cc3[nH]c4ccccc4c3C[C@H]2C1=O (stereo partly specified)	2%
/	-1%	-10%	6	19%	6%	-10%	-10%	CSCCOC(=O)C1=C(C)NC(=O)NC1c1ccc2c(c1)OCO2 (stereo unspecified)	-1%
?	0%	-26%	0	60%[activator]	i	1%	-8%	CCn1nc(C)c(CN2CCC(C(=O)Nc3cccc(-c4cccc(Cl)c4)c3)CC2)c1C	3%
?	5%	-19%	4	36%	3%	5%	-14%	CC1CCN(Cc2nnnn2CCCC(=O)N(C)C(C)c2ccccn2)CC1 (stereo unspecified)	0%
-5%	-2%	-1%	-5	20%	5%	13%	-19%	COc1ccc(N(CC(=O)NC2CCCC2)C(=O)c2ccc(N3CCCCC3)nc2)cc1	-3%
0%[59 µM]	-9%	-6%	0	22%	1%	12%	-16%	COc1ccc(/C=N/NC(=O)CSc2ccccc2)cc1OC	-1%
-5%	4%	1%	-8	23%	/	-2%	-11%	O=C(Nc1ccccc1F)Nc1ccccc1Br	-1%
1%[59 µM]	0%	0%	6	34%	1%	6%	-5%	Cc1cccc(-n2c(SCC(=O)c3ccccc3)nnc2-c2ccc(Br)cc2)c1	10%
3%	-9%	-1%	6	48%[activator]	-1%	-4%	-10%	CCOCCCN(C(=O)Cn1nnc(-c2ccc(OC)c(OC)c2)n1)C(C(=O)NCC1CCCO1)c1ccc(F)cc1 (stereo unspecified)	1%
?	-13%	-28%	5	4%	i	-2%	?	COc1ccc(-c2cc([C@H]3[C@H]4C=CC[C@@H](C)[C@@H]4C(=O)N3Cc3ccccc3)ccc2F)cc1OC	5%
21%[59 µM]	-1%	3%	4	71%[activator]	i	-30%	-2%	COc1ccc(S(=O)(=O)NCCN2CCOCC2)c(C)c1C	-9%
1%	-6%	7%	2	26%	8%	2%	-10%	CCOc1cc(Br)c(CC(=O)O)cc1OCC	2%

# Compound profiles, from the list above. Order of screens: G9a block | ERG Ets-DNA blk | BAZ2B block | PI4K2A block | HP1b chromo inh | PGK inhibitor | GLS inhibitor | JMJD2A Tudor inh | Pin1 inhibitor
# Entry for CCOc1ncccc1C(=O)OCC(=O)Nc1ccc(S(=O)(=O)N2CCCC2)cc1 = -19%[2.33 µM] | -11% | -13% | 2 | 31% | 7% | 6% | -11% | -1%
# Entry for COc1ccccc1N(C)S(=O)(=O)c1ccc(C(=O)OCC(=O)NCCC2=CCCCC2)cc1 = -7% | -21% | 2% | 3 | 54%[activator] | -8% | -9% | 3% | 14%
# Entry for CN1C(=O)C(CC(=O)Nc2ccc(F)cc2)N(NC(=O)c2cccc(F)c2)C1=S (stereo unspecified) = / | -5% | -3% | 2 | 27% | -3% | ? | -10% | -1%

# Grouped by structure: those above with a Cl atom (3)
G9a block	ERG Ets-DNA blk	BAZ2B block	PI4K2A block	HP1b chromo inh	PGK inhibitor	GLS inhibitor	JMJD2A Tudor inh	Compound	Pin1 inhibitor
/	-8%	/	-5	9%	-10%	6%	-6%	COc1cc(/C=C(/C#N)C(=O)Nc2cc(C(F)(F)F)ccc2Cl)ccc1OCC(=O)Nc1cccc(C(F)(F)F)c1	46%[activator]
20%	-14%	-14%	2	47%[activator]	7%	-3%	-4%	Cc1cc(NC(=O)CSCC(=O)N(C)Cc2ccc(Cl)c(Cl)c2)no1	-5%
?	0%	-26%	0	60%[activator]	i	1%	-8%	CCn1nc(C)c(CN2CCC(C(=O)Nc3cccc(-c4cccc(Cl)c4)c3)CC2)c1C	3%

# Returning to the listing, starting 2 compounds before the break.
G9a block	ERG Ets-DNA blk	BAZ2B block	PI4K2A block	HP1b chromo inh	PGK inhibitor	GLS inhibitor	JMJD2A Tudor inh	Compound	Pin1 inhibitor
21%[59 µM]	-1%	3%	4	71%[activator]	i	-30%	-2%	COc1ccc(S(=O)(=O)NCCN2CCOCC2)c(C)c1C	-9%
1%	-6%	7%	2	26%	8%	2%	-10%	CCOc1cc(Br)c(CC(=O)O)cc1OCC	2%
-34%	6%	12%	-3	26%	5%	-2%	-8%	COCCN(C(=O)c1ccc(N2C(=O)c3ccccc3C2=O)cc1)c1c(N)n(CC(C)C)c(=O)[nH]c1=O	-4%
-4%[59 µM]	-4%	0%	1	36%	-2%	-1%	-1%	COC(=O)c1c(NC(=O)c2cc(=O)c3c(C)cc(C)cc3o2)sc2c1CCCC2	-5%
-38%	-3%	5%	-10	2%	0%	11%	-24%	Cc1ccc(-c2csc3ncnc(-n4cnc5ccccc54)c23)cc1	-6%
10%[2.33 µM]	-3%	-4%	0	34%	-5%	-2%	-21%	O=C(CN1CCCC1c1ccc2c(c1)OCCO2)NC(=O)Nc1ccccc1 (stereo unspecified)	14%
?	-6%	-9%	0	19%	-9%	8%	-2%	CCCc1nc2c([nH]1)c(=O)n(C)c(=O)n2C	0%
?	4%	-32%	-3	-2%	-10%	6%	-23%	CN(CC(=O)O/N=C(\N)c1cccc([N+](=O)[O-])c1)S(=O)(=O)c1ccccc1	-14%
10%[59 µM]	13%	-3%	1	56%[activator]	-5%	3%	-1%	Cn1c(NC(=O)c2cccc(C(F)(F)F)c2)cc(=O)n(C)c1=O	1%
50µM*	8%	?	4	-13%	i	-4%	?	O=C(/C=C/c1ccco1)Nc1ccc(Cl)c(S(=O)(=O)N2CCOCC2)c1	0%
-34%[0.501 µM]	10%	?	-9	?	-7%	2%	?	COCCCNC(=S)N1CCN(c2nc(-c3ccc(F)cc3)cs2)CC1	7%
22%[12.7 µM]	17%	12%	-4	58%[activator]	-8%	0%	-4%	CCCCCOC(=O)Nc1nnc(CCCCC)s1	2%

# The order is random; 11% or so of the library scored in one or more.
